OX1R antagonist – antagonists of human orexin 1 receptor. CHO/OX1R cells, Fluo-8 calcium fluorescence, orexin A. inhibition, % at 5 µM. actives 0.43% (n = 330,000);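 active = inhibition above its plate's threshold, mean inhibition of all tested compounds on the plate plus 3 SD, cut at about 37% in these data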;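 also: 0% = orexin A challenge wells and 100% = SB-334867-A antagonist wells; not every result past the cut was called active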
Target sequence (O43613 whole entry, looked up): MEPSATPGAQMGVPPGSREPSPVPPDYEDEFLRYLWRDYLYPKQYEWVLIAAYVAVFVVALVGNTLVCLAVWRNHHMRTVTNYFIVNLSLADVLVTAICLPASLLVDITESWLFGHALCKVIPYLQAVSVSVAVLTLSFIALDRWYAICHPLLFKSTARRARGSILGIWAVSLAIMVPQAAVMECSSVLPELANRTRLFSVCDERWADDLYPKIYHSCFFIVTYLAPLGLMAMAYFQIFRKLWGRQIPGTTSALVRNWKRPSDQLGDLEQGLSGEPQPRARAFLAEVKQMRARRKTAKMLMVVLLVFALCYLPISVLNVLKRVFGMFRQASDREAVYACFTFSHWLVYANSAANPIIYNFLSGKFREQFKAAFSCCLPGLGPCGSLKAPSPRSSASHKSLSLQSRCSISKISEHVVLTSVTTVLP
CHT allo act – human CHT allosteric activation; CHT-expressing cells, membrane potential dye, choline EC20; hits give high values; LV-AA mutant CHT in HEK293 cells; B-score at 10 µM; actives 0.49% (n = 310,000);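 active = initial fluorescence not abnormally high and integrated response B-score, plate-corrected, over 3 SD above library mean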
Target sequence (Q9GZV3 whole entry, looked up): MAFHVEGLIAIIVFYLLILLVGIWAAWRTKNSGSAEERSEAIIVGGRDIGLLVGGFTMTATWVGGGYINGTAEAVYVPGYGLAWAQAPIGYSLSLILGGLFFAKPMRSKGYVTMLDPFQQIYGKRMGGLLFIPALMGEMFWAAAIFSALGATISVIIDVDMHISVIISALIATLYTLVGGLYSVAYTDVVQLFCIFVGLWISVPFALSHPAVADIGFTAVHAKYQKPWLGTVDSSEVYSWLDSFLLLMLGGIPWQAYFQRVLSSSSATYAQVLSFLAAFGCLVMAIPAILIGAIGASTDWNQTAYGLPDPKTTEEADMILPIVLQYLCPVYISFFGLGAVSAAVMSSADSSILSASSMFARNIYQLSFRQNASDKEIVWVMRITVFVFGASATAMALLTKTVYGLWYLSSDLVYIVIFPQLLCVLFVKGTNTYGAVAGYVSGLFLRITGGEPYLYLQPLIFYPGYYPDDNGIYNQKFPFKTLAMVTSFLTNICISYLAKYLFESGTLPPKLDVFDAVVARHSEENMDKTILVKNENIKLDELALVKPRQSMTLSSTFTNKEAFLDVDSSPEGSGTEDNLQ
An asterisk follows results filed as active; i = inactive; · = not tested or not shown.

SMILES	OX1R antagonist	CHT allo act
COc1cc(NC(=O)c2ccccc2F)c(OC)cc1NC(=O)CN1CCOCC1	-14	i
O=C(CSc1nnc(-c2ccco2)o1)c1ccccc1	-16	i
CC1(C)CC(=O)CC(=NCC(=O)O)C1	-14	i
Cc1sc(NC(=O)CSc2nnnn2C(C)C)c(C#N)c1C	-17	i
COc1cccc(CNC(=O)Cn2cc3c(n2)CCCC3)c1	-29	i
COC(=O)c1cn(NC(=O)c2cccc(N(C)C)c2)c(=O)c2ccccc12	-30	i
CC(=O)Nc1ccc(S(=O)(=O)N(C2=NCC(C)S2)c2ccccc2)cc1 (configuration not stated)	-24	i
COc1ccccc1CNC(=O)CSc1ccc(C(=O)Nc2ccccc2OC)cc1[N+](=O)[O-]	-17	i
COc1ccc(C(=O)COC(=O)CCCn2c(=O)oc3ccccc32)cc1	-26	i
Cc1onc(-c2c(F)cccc2Cl)c1C(O)c1ccc(F)cc1 (configuration not stated)	0	i
COc1ccc(CNC(=O)CCn2nc(C)c3c(C)n(-c4ccccc4)nc3c2=O)c(OC)c1	10	i
COc1ccc(C(=O)NC(=S)NCc2ccccc2)cc1	-24	i
O=C(OCCCOC(=O)c1ccccc1O)c1ccccc1O	-24	i
Cn1cc(SCC(=O)NC2CCCCC2)c2ccccc21	-11	i
CSc1ccc(-c2sc(Nc3cccc4ccccc34)n[n+]2-c2ccccc2)cc1	-27	i
COC(=O)Cn1cc(S(=O)(=O)NCc2ccc(C)cc2)c2cc([N+](=O)[O-])ccc21	·	i
COc1ccc(CC2(CO)CCN(S(=O)(=O)N(C)C)CC2)cc1	-16	i
O=C(Nc1cccc2ncccc12)c1cc2ccccc2o1	-27	i
CCCCNC(=O)Oc1cc(CCl)on1	2	i
CCc1ccc(C2N3CC4([N+](=O)[O-])CN2CC([N+](=O)[O-])(C3)C4(C)C)cc1 (configuration not stated)	-1	i
O=Cc1c(NCCN2CCCC2)c2ccccc2[nH]c1=O	0	i
CCOC(=O)C1=C(C)NC2=C(C(=O)OC2)C1c1ccccc1 (configuration not stated)	-4	i
COc1cccc(/C=N/NC(=O)c2[nH]nc3c2CCc2ccccc2-3)c1O	39*	i
O=C(O)Cc1ccc(O)c(F)c1	-5	i
O=C(Nc1ccc(S(=O)(=O)N2CCCC2)cc1)c1ccc(OCC2CCCO2)cc1 (configuration not stated)	-14	i
New compounds follow.
SMILES	OX1R antagonist	CHT allo act
O=C(Nc1ccc(N2CCOCC2)cc1N1CCOCC1)c1ccc([N+](=O)[O-])cc1	-12	i
COCCN(C(=O)c1csnn1)C(C(=O)NC(C)(C)C)c1cccc(OC)c1 (configuration not stated)	-29	i
CC(c1ccco1)N(C(=O)c1ccccc1NS(=O)(=O)c1cccc([N+](=O)[O-])c1)c1ccccn1 (configuration not stated)	-31	i
CC(C)(C)c1nc2ccc([N+](=O)[O-])cc2[nH]1	-13	i
Cc1ccccc1-n1nc(-c2cccnc2)cc1C(=O)NN	-17	i
CC(C)Nc1nc(NC(C)C)nc(N(C)C#N)n1	-27	i
COc1ccc(CN2CCC(=O)N([C@H](CO)Cc3ccccc3)CC2)cc1OC	-22	i
Cc1c(OC(C)C(=O)N[C@H](C(=O)O)c2ccccc2)ccc2c3c(c(=O)oc12)CCCC3 (some centres not stated)	-22	i
COc1ccc(C(=O)Nc2ccc(Oc3nc(C)nc4sc(-c5ccccc5)cc34)cc2)cc1OC	-33	i
O=C(N/N=C/c1ccc([N+](=O)[O-])s1)c1ccccc1	-4	i
COc1ccc2nc(NC(=O)CSc3nnc(C)n3N)sc2c1	-10	i
Cc1ccc(COc2coc(CN3CCN(C(=O)c4ccco4)CC3)cc2=O)cc1	-5	i
COc1ccc(-c2nnc(NC(=O)C3CCCN3S(=O)(=O)c3cccs3)o2)cc1 (configuration not stated)	-21	i
O=C1CC(=O)Nc2cc(S(=O)(=O)Nc3cccc(C(F)(F)F)c3)ccc2N1	-4	i
Cc1ccc(NCC(=O)N/N=C/c2ccc(-c3cccc(C(F)(F)F)c3)o2)cc1	-42	i
Clc1ccc2c(c1)C(N1CCNCC1)Cc1ccccc1S2 (configuration not stated)	-15	i
CC(=O)OCCc1c(C)nc2nc[nH]n2c1=O	-5	i
C=CCNc1nc(-c2c(C)nc3ncccn23)cs1	-5	i
CN(C)c1nc(NCc2ccccc2)nc(SCC(N)=O)n1	-5	i
O=C(Nc1cccnc1)c1cc2c(s1)-c1ccccc1OC2	31	i
C=CCNC(=S)/N=c1/ccccn1C	-14	i
CS(=O)(=O)N(Cc1ccc(C(=O)NCCSCc2ccco2)cc1)c1ccccc1	-16	i
CCCCNS(=O)(=O)c1cc(-c2nn(C)c(=O)c3ccccc23)ccc1C	-26	i
CCOc1ccc(CN2CCNC(=O)C2CC(=O)NCCc2ccccn2)cc1 (configuration not stated)	-10	i
COc1ccc(C(O)c2nccn2C)cc1 (configuration not stated)	1	i
The list continues:
SMILES	OX1R antagonist	CHT allo act
CC(C)c1ccc(C(C(=O)NC2CCCCC2)N(C(=O)c2ccccn2)c2cccnc2)cc1 (configuration not stated)	-29	i
O=C(CCCN1CCOCC1)c1ccc2c(c1)OCCO2	-3	i
COc1cccc2cc(C(=O)NCCC3=CCCCC3)c(=O)oc12	-33	i
CN(C)C(CNC(=S)Nc1ccccc1Cl)c1cccnc1 (configuration not stated)	-11	i
C/C(=N\Nc1cccc2cccnc12)c1ccc[nH]1	-19	i
CC(=O)C(=Cc1cc(C)n(-c2ccccc2)c1C)C(C)=O	14	i
COc1ccc(CNC(=O)c2ccc(N3CCC4(CC3)CC(c3ccc(Cl)cc3)=NO4)c(NC(=O)Cc3ccc(F)cc3)c2)cc1	1	·
Cc1ccc(NC(=O)CN2C(=O)NC(C)(C3CC3)C2=O)c([N+](=O)[O-])c1 (configuration not stated)	-24	·
CCn1c(SCC(=O)Nc2ccc(S(=O)(=O)Nc3ccccn3)cc2)nnc1-c1ccncc1	-16	i
CCCc1nnc(NC(=O)Nc2ccccc2OC)s1	-4	i
O=S(=O)(c1ccc(SCCOc2ccc(Br)cc2)nc1)N1CCCC1	-13	·
CCCCN(CC)C(=O)c1ccc2c(c1)OCO2	-2	i
O/N=C1\CCC\C1=C/c1ccco1	-11	i
COC(=O)c1nc2n(n1)C(c1cc(OC)ccc1OC)C(C(=O)OC1CCCCC1)=C(C)N2 (configuration not stated)	-9	i
O=C(CC(Nc1ccc(F)cc1)C(=O)O)c1ccccc1 (configuration not stated)	-11	i
O=C(NC1CCCC1)c1cccnc1N1CCCCCC1	-20	i
O=C(COC(=O)CCC(=O)c1ccc(Cl)cc1)NCCc1ccccc1	-12	i
O=C(CSc1nnc2ccc(-c3cccnc3)nn12)Nc1ccc(F)cc1	-10	i
COc1ccc(S(=O)(=O)N(C)C[C@H]2Oc3c(NC(=O)Cc4ccccc4)cccc3C(=O)N([C@H](C)CO)C[C@@H]2C)cc1	-17	·
Cc1nc(Nc2ccc(Cl)cc2)c2oc3ccccc3c2n1	-42	i
Cc1onc(CO)c1C(=O)Nc1nccs1	-4	i
CC1(c2ccccn2)Nc2ccccc2-c2nc3ccccc3n21 (configuration not stated)	-29	i
CCc1n[nH]c(=S)n1/N=C/c1ccc(N(C)c2ccccc2)cc1	-8	i
O=C1c2ccccc2NC(c2ccc3c(c2)OCO3)N1O (configuration not stated)	-8	i
CCc1ccc(/C=C2\SC(=S)N(CCCC(=O)Nc3nccs3)C2=O)cc1	-18	i

Molecules above with a cyano group:
SMILES	OX1R antagonist	CHT allo act
Cc1sc(NC(=O)CSc2nnnn2C(C)C)c(C#N)c1C	-17	i
CC(C)Nc1nc(NC(C)C)nc(N(C)C#N)n1	-27	i

Further entries follow:
SMILES	OX1R antagonist	CHT allo act
COc1ccc(C(O)P(=O)(OCCC(C)C)c2ccc(N(C)C)cc2)cc1 (configuration not stated)	-23	i
Cc1ccc(N(C(=O)CNC(=O)c2ccco2)C(C(=O)NC2CCCC2)c2cccnc2)cc1F (configuration not stated)	-22	i
CN1CCN(/N=C/c2nc(-c3cccc([N+](=O)[O-])c3)n3ccccc23)CC1	-21	i
CCC(C)[C@H]1CNCCN1CCc1cccc(F)c1 (some centres not stated)	-4	i
OCC[C@H]1C[C@H](O)[C@@H](O)[C@]2(Cc3ccccc3CCO2)O1	-5	i
Cc1ccc(NC(=O)COC(=O)c2ccc[n+]([O-])c2)c(Br)c1	-27	·
Cc1ccccc1-n1nnnc1Sc1nnnn1-c1ccccc1	-3	i
O=C1NC2(CCOc3ccccc32)C(=O)N1CC(=O)N(Cc1ccccc1)C1CCS(=O)(=O)C1 (configuration not stated)	-14	i
O=C(c1ccc(Cn2c(=S)[nH]c3cc4c(cc3c2=O)OCO4)cc1)N1CCN(c2ncccn2)CC1	-26	i
Nc1nc(SCC(=O)Nc2cccc([N+](=O)[O-])c2)n[nH]1	13	·
O=[N+]([O-])c1cccc(CSC2=NCCN2S(=O)(=O)c2ccccc2)c1	-1	i
CC(=O)N(C)C1=C(N2CCOCC2)C(=O)c2ccccc2C1=O	8	i
CC(O)c1nc2ccc(Cc3ccc4nc(C(C)O)[nH]c4c3)cc2[nH]1 (configuration not stated)	0	i
CCOC(=O)c1sc(/N=C/C2=C(O)CC(C)(C)CC2=O)c(C(=O)OCC)c1C	-7	i
Cc1c(OCC(=O)NCCCN2CCOCC2)ccc2c3c(c(=O)oc12)CCC3	-3	i
C=CCc1c(C)nc(C)nc1N/N=C/c1ccccc1	-11	i
CC(O)C1CCC2C3CC[C@H]4CC(O)CCC4(C)C3CC3(OCCO3)C12C (some centres not stated)	-25	i
CCOC(=O)N1CCN(C(=O)CCn2c(=S)[nH]c3ccsc3c2=O)CC1	-16	i
Cc1ccc(NC(=O)C2C(=O)N(C)c3ccccc32)cc1 (configuration not stated)	8	i
COc1ccc(C2/C=C\CN(CC(C)C)CC(=O)N2Cc2ccc(F)cc2)cc1 (configuration not stated)	-32	i
NC(=O)[C@@H]1CC2(CC(c3cccc(NC(=O)[C@H]4CCC(=O)N4)c3)=NO2)CN1C(=O)c1ccc(Cl)cc1 (some centres not stated)	3	i
O=C(Cc1ccccc1)NNS(=O)(=O)c1ccc(F)cc1	-4	i
COc1cccc(C(=O)NCCNC(=O)c2ccc(C)nc2)c1	-12	i
Fc1ccc(NC(=S)NCc2ccccc2Cl)cc1	2	i
COC(=O)Cc1[nH]n(-c2ccccc2)c(=O)c1C(C)=Nc1ccccc1	-7	i
Continued.
SMILES	OX1R antagonist	CHT allo act
COc1ccccc1CNC(=O)c1ccc2ccccc2n1	-30	i
CN(CC(=O)NCc1ccc(Cl)cc1)S(=O)(=O)c1cccc2nsnc12	-20	i
Cc1ccc(C)c(NC(=O)COC(=O)CNC(=O)c2ccccc2Cl)c1	7	i
COc1ccc(S(=O)(=O)NCCc2cn3cccc(C)c3n2)cc1OC	-7	i
COc1cccc(N(C(=O)CNC(=O)c2ccco2)C(C(=O)NC2CCCC2)c2ccco2)c1 (configuration not stated)	-28	i
CCCS(=O)(=O)Nc1ccc(-c2cn3c(n2)SCC3)cc1	-6	i
COC(=O)c1ccccc1NC(=O)Cn1c(=O)n(Cc2ccccc2)c(=O)c2c(C)c(C)sc21	-34	i
CCCCCCN(C(=O)CCCCCN1C(=O)NC(c2ccc(-c3ccccc3)cc2)C(C(=O)OCc2ccccc2)=C1C)C(C)C(=O)NCCCC (configuration not stated)	-18	i
O=S(=O)(O)c1nc2ccccc2n1CCOc1ccccc1	-16	i
CC(C)N(C)CCOC(=O)c1ccccc1Cl	2	i
CCOc1ccc(N(CC(=O)NC(C)CC)S(C)(=O)=O)cc1 (configuration not stated)	-1	i
Cc1cc(/C=N\NC(=O)CC(=O)NC2CCCCC2)c(C)n1-c1ccc(Cl)c(Cl)c1	10	i
COc1ccc(-c2ncc3ccccn23)cc1OC	-11	i
Cc1ccc(-n2ncc3c(=O)n(CC(=O)N4CCN(C(=O)c5ccco5)CC4)cnc32)cc1	-7	·
COCCN(CCOC)C(=O)C12CCC(C)(C(=O)C1)C2(C)C (configuration not stated)	10	i
O=C(O)CCCNC(=O)/C(=C\c1ccc(Cl)cc1)NC(=O)c1ccc(Br)cc1	-13	i
C=CCn1c(C)cc(C(=O)CN2C(=O)c3ccccc3C2=O)c1C	-28	i
CCN(C[C@H]1N[C@@](Cc2ccccc2)(C(=O)OC)[C@H]2C(=O)N(C)C(=O)[C@@H]12)C(=O)Nc1ccc(C(F)(F)F)cc1	-14	·

14 entries already listed, sorted by number of heavy atoms, ascending.
SMILES	OX1R antagonist	CHT allo act
CC(C)N(C)CCOC(=O)c1ccccc1Cl	2	i
COc1ccc(-c2ncc3ccccn23)cc1OC	-11	i
CCCS(=O)(=O)Nc1ccc(-c2cn3c(n2)SCC3)cc1	-6	i
COc1ccccc1CNC(=O)c1ccc2ccccc2n1	-30	i
COc1cccc(C(=O)NCCNC(=O)c2ccc(C)nc2)c1	-12	i
C=CCn1c(C)cc(C(=O)CN2C(=O)c3ccccc3C2=O)c1C	-28	i
COC(=O)Cc1[nH]n(-c2ccccc2)c(=O)c1C(C)=Nc1ccccc1	-7	i
O=C(O)CCCNC(=O)/C(=C\c1ccc(Cl)cc1)NC(=O)c1ccc(Br)cc1	-13	i
Cc1cc(/C=N\NC(=O)CC(=O)NC2CCCCC2)c(C)n1-c1ccc(Cl)c(Cl)c1	10	i
Cc1ccc(-n2ncc3c(=O)n(CC(=O)N4CCN(C(=O)c5ccco5)CC4)cnc32)cc1	-7	·
COc1cccc(N(C(=O)CNC(=O)c2ccco2)C(C(=O)NC2CCCC2)c2ccco2)c1 (configuration not stated)	-28	i
NC(=O)[C@@H]1CC2(CC(c3cccc(NC(=O)[C@H]4CCC(=O)N4)c3)=NO2)CN1C(=O)c1ccc(Cl)cc1 (some centres not stated)	3	i
CCN(C[C@H]1N[C@@](Cc2ccccc2)(C(=O)OC)[C@H]2C(=O)N(C)C(=O)[C@@H]12)C(=O)Nc1ccc(C(F)(F)F)cc1	-14	·
CCCCCCN(C(=O)CCCCCN1C(=O)NC(c2ccc(-c3ccccc3)cc2)C(C(=O)OCc2ccccc2)=C1C)C(C)C(=O)NCCCC (configuration not stated)	-18	i

Compounds were not picked by outcome; any-hit rate near 0.8%.
